# HSF1 activator: increases HSF-1 driven luciferase reporter signal | NIH3T3-HGL HSF-1 luciferase reporter, MG132, 8 h; 100% = twice DMSO control signal | activation, % at 9 µM | 300,000 compounds, 1.7% hits | AID 504408;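 active means mean replicate activation of at least 50% with a set share of replicates each reaching 50%; inconclusive means only one of those two conditions met; inactive means mean below 50% and too few replicates reaching it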;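 further: 0% = median of the neutral control wells and 100% = twice that signal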
# Platelet DG rel: platelet dense granule release activity; AID 1663; 300,000 compounds, 0.22% hits; human platelet-rich plasma, SFLLRN dense granule ATP release, luminescence; inhibition, %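 (compounds screened at 7.5 µM in platelet-rich plasma)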;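 active means mean replicate score, as percent of positive control, at or above 50; inconclusive means mean below 50 but at least one replicate at or above 50; inactive means mean and every replicate below 50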
# HSP90 inh: HSP90 refolding inhibition in rabbit reticulocyte lysate | 290,000 compounds, 0.91% hits | AID 1789 | inhibition, % at 5.6 µM | luciferase refolding luminescence, 3 h;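 active means inhibition above the screen-wide mean plus 3 SD, computed separately per campaign, cut at about 16% in these data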;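 further: 0% = DMSO wells and 100% = 60 µM geldanamycin wells; inhibitors lower the luminescence because luciferase stays unfolded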
# IEC-6 tox: IEC-6 cytotoxicity, counter-screen for KLF5 inhibitors | luminescence viability | inhibition, % at 5 µM | 290,000 compounds, 0.78% hits | AID 1825; in the data active means inhibition above about 22%;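 further: 0% = plate median of test compound wells and 100% = cytotoxic reference compound wells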
# aSyn 5UTR inh: MLPCN primary screen, SNCA 5' untranslated region; alpha-synuclein 5'UTR reporter, inhibitor activity; inhibition, % (tested at 7.5 µM); 300,000 compounds, 0.82% hits; AID 1813; in the data active means inhibition above about 60%; inconclusive means no clear call, values can overlap the other calls;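 further: H4 neuroglioblastoma cells stably carrying SNCA 5'UTR luciferase fusion; 0% = DMSO wells and 100% = positive control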
# KLF5 inhibitor: kruppel-like factor 5 inhibition. DLD-1 KLF5 promoter-luciferase reporter, luminescence. inhibition, % at 5 µM. 290,000 compounds, 0.23% hits. AID 1700;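 active means inhibition above a per-plate limit of that plate's mean compound inhibition plus 3 SD, cut at about 60% in these data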;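 further: 0% = DMSO wells and 100% = LY294002 at 200 µM; higher means less KLF5 promoter-driven luciferase light; inactives centre near -14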
# HSF1 inh: HSF1 inhibition; NIH3T3-HGL HSE-luciferase, MG132-induced, luminescence 8 h; stronger effect = lower value; 300,000 compounds, 0.77% hits; AID 2098; activity change, negative = inhibition, % at 7.5 µM (by protocol);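 active means more than half of replicate wells show activity change below -50%, luminescence cut by over half; inconclusive means some wells, but at most half, below -50%; inactive means no replicate well below -50%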;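 further: luciferase reports HSF-1 transcriptional activity via heat shock element; 0% = median of DMSO wells and -100% = zero luminescence signal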
# HIF act: HIF pathway transcriptional activation; U2OS HRE-luciferase reporter, luminescence; normalized: DMSO 0%, desferrioxamine 100%; activation, % at 7.5 µM (by protocol); 300,000 compounds, 0.32% hits; AID 1910;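 active means mean activation of at least 10% of the iron chelator positive control signal, with at least half of replicates also reaching 10%; inconclusive means mean and replicate majority disagree about reaching 10%; inactive means mean and most replicates under 10%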
# SKKanGAS inh: inhibitors of SKKanGAS S. pyogenes growth in kanamycin (SK-promoter or general growth effect). BacTiter-Glo, 6 h. inhibition, % at 7.5 µM. 300,000 compounds, 1.3% hits. AID 1662;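 active means mean replicate score, as percent of positive control median, at least 50; inconclusive means mean below 50 but one replicate at or above 50; inactive means mean and every replicate below 50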;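 further: strain carries kanamycin resistance gene driven by streptokinase promoter and grows in 40 µg/ml kanamycin; loss of luminescence reflects streptokinase promoter inhibition or plain growth inhibition; 0% = median of DMSO wells and 100% = positive control at its reference dose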
# AI-2 QS mod: modulates the Vibrio harveyi AI-2 quorum sensing system; activity change, % at 7.5 µM; 300,000 compounds, 0.4% hits; Vibrio harveyi JMH597 AI-2 luminescence/OD600 ratio, 9 h; stronger effect = lower value; strain lacks LuxN and CqsS sensors; 0 = neutral-control median; AID 2094; in the data active means activity change below about -75%, passing the limit was not always enough; inconclusive means no clear call, values can overlap the other calls;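 further: luminescence divided by OD600 gain over 9 h not by final OD600 alone; inactives centre near 13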
# * = called active by the depositor; ? = inconclusive; . = not tested or not shown. Not a hit list; 6% or so of the library scored in one or more.
SMILES,HSF1 activator,Platelet DG rel,HSP90 inh,IEC-6 tox,aSyn 5UTR inh,KLF5 inhibitor,HSF1 inh,HIF act,SKKanGAS inh,AI-2 QS mod
Cc1ccc([N+](=O)[O-])cc1NC(=O)c1ccc(CSc2ccccc2)cc1,-15,-1,1,2,6,3,1,0.2,0,8
COc1ccccc1N1CCN(CCCOc2ccc(F)cc2)CC1,.,3,8,0,8,11,.,-0.1,0,18
O=C(NCc1ccc(Cl)cc1)c1cc(=O)[nH]c2ccc(S(=O)(=O)N3CCOCC3)cc12,0,-12,-2,-4,-4,-3,-4,-0.3,-9,0
CCC(=O)c1ccc(OC)c(OC)c1O,14,3,1,0,12,-15,-2,0.4,-2,11
COc1ccccc1NC(=O)C1CCCN1C(=O)NCc1ccccc1 (stereo unspecified),19,-1,-1,-4,16,4,-4,-0.8,-10,0
CC1=CC(C)[C@H](/C=N/n2c(=O)[nH]c3c([nH]c4ccc(C)cc43)c2=O)C(C)C1 (stereo partly specified),-10,-2,7,9,-10,-9,-5,-0.7,1,25
COc1ccc(NC(=O)CN(C)C(=O)c2cccc(S(=O)(=O)N3CC4(C)CC3CC(C)(C)C4)c2)cc1 (stereo unspecified),5,-3,.,.,22,.,1,-1.2,-15,15
CCOC(=O)c1c(NC(=O)COC(=O)/C=C/c2ccco2)sc2c1CC(C)(C)NC2(C)C,29,3,.,.,-14,.,9,1.7,38,22
O=C(CCCN1C(=O)c2ccccc2C1=O)NCC1CCCO1 (stereo unspecified),4,3,1,9,25,4,4,-0.1,3,3
CC(NC(=O)COc1cccnc1[N+](=O)[O-])c1ccc(Cl)cc1Cl (stereo unspecified),20,3,-1,-2,4,-2,8,0.0,5,23
CNC(=O)c1nnsc1S(=O)c1ccc(Cl)cc1 (stereo unspecified),73*,-6,2,4,-49,8,63,-0.1,44,?
Cc1ccc(S(=O)(=O)N(C)CC(=O)OCC(=O)N2CCCC2=O)cc1,11,-7,-1,-3,-25,-16,1,-0.7,13,25
CCOC(=O)Nc1ccc2c(c1)N(C(=O)CN1CCN(C)CC1)c1ccccc1S2,?,10,1,2,-5,-17,28,0.2,-4,16
O=C(c1cccc([N+](=O)[O-])c1)N1CCCC(C(=O)N2CCc3ccccc3C2)C1 (stereo unspecified),6,0,-2,0,-5,-7,5,-0.2,-1,-24
COc1ccc(CCNC(=O)c2ccc3ccccc3n2)cc1,0,-3,-1,5,-45,-34,3,2.0,-3,17
Cc1ccc(-n2c(C)nnc2SCC(=O)N2CCc3ccccc3C2)cc1C,8,8,0,-6,-9,-5,-6,-0.1,4,3
Clc1ccc(-c2cccs2)nn1,-17,-4,0,-1,-14,12,-7,0.4,-2,11
O=C(CSc1cccs1)NCCc1ccccc1,24,-1,1,0,-64,-15,-2,0.2,21,-1
COc1ccc(NC(=O)CN2CCC(n3c(C)nc4cc(F)ccc43)CC2)c(OC)c1,0,6,-2,-12,5,-37,-2,-0.9,-2,22
CCOC(=O)Cc1ccc(NC(=O)c2ccc([N+](=O)[O-])cc2)cc1,0,4,-3,4,-14,-18,7,1.2,-10,20
O=C(c1ccccc1)C1C(c2ccccc2)C1[N+](=O)[O-] (stereo unspecified),-19,-4,7,12,-9,-26,-13,0.1,-2,7
CN1CCN(C(=S)c2cn(Cc3ccc(F)cc3)c3ccccc23)CC1,24,-7,1,4,-4,10,15,-0.1,-4,-36
Cc1c(C(=S)Nc2ccccc2)cnn1-c1ccc([N+](=O)[O-])cc1,1,0,-3,2,14,-10,11,3.2,1,16
Nc1nc(-c2ccc3c(c2)CCO3)cs1,9,10,2,-6,16,-40,-8,-1.1,4,10
COc1ccccc1-n1c(-c2ccco2)n[nH]c1=S,-3,-1,-4,5,4,16,-15,2.5,-1,16
O=C(NC1C=CS(=O)(=O)C1)c1ccccc1 (stereo unspecified),-6,-7,0,-4,-16,-16,-6,-0.6,-8,12
CCn1c(SC(=O)NC2CCCCC2)nnc1-c1cccs1,18,2,0,-3,-25,-14,5,0.1,1,39
O=C(NCc1ccco1)NC(=O)c1csc([N+](=O)[O-])c1,30,12,-2,-6,-17,-22,5,-0.4,10,24
O=C(COC(=O)C12CC3CC(CC(C3)C1)C2)Nc1ccc([N+](=O)[O-])cc1Cl,6,11,2,4,-13,-6,1,-0.4,8,11
COc1ccc(CN2C(=O)c3cccnc3C2=O)cc1S(=O)(=O)N1CCCCC1,2,3,0,2,24,-53,-1,-2.4,-6,40
COc1ccc(S(=O)(=O)N(CC(=O)NCc2ccco2)c2ccccc2OC)cc1,21,0,2,-2,-3,10,-3,-0.3,-7,0
CCOc1ccc(C2C(C(=O)/C=C/c3ccco3)=C(O)C(=O)N2CCN2CCOCC2)cc1OC (stereo unspecified),-14,-2,1,-2,-43,-11,-2,-0.5,0,13
Cc1ccc(CNC(=O)C2CCCN(C(=O)N(C)C)C2)cc1 (stereo unspecified),0,10,4,3,18,-21,-5,-0.2,-4,21
CC(C)C(=O)N(Nc1nc2ccccc2s1)C(=O)C(C)C,1,-5,3,3,-38,-2,1,-0.6,-4,3
COc1ccc(CSCCN)cc1Cl,-5,4,-2,-5,16,-64,-3,0.1,-1,27
COc1ccccc1C(O)P(=O)(OC(C)C)c1ccc(N(C)C)cc1 (stereo unspecified),14,-6,-2,-4,19,18,-3,-0.4,11,3
N#CC(C#N)=NNc1ccc([N+](=O)[O-])cc1,-7,9,-1,6,15,-21,4,0.1,86*,.
c1ccc(N=P(c2nc3ccccc3o2)(N2CCOCC2)N2CCOCC2)cc1,13,0,0,3,10,14,2,1.4,-3,18
COc1c2c(cc3oc(C)cc(=O)c13)OC(C(C)(C)OC1OC(CO)C(O)C(O)C1O)C2 (stereo unspecified),4,10,-1,4,-12,-13,2,-0.7,-3,0
CC(C)CN1C(=O)c2ccc(C(=O)NCc3ccc4c(c3)OCO4)cc2C1=O,11,-1,2,1,3,9,2,0.1,-8,30
CCC(C)Sc1nc2c(cnn2-c2ccc(C)cc2)c(=O)[nH]1 (stereo unspecified),-7,17,1,-6,12,-16,-7,-0.1,1,27
Cc1nc2nc(-c3ccccc3)nn2c(C)c1C,33,2,.,.,-105,.,16,2.2,-5,13
Cc1ccc(S(=O)(=O)N2CC(O)CC2C(=O)Nc2ccc3c(c2)CCC3)cc1 (stereo unspecified),-3,3,-2,-3,-27,-25,-3,-0.4,-3,15
Cc1ccc(CN2CCSc3ccc(C(=O)NCc4ccco4)cc32)cc1,16,3,0,-4,-8,-15,14,0.0,-13,19
COc1ccc2c(c1)c(N=NC(N)=S)c(O)n2CC(=O)c1ccccc1,-1,4,8,1,-26,-23,9,0.5,1,-9
CC(=O)Oc1ccc(NC(=O)C2CCCCC2)c(C(=O)O)c1,.,-19,3,-3,-4,-49,.,0.0,.,9
CCCCn1c(N)c(Sc2ccccc2)c(=O)[nH]c1=O,-3,33,1,-7,-4,-22,2,0.2,.,19
CCOC(=O)c1c(CN2CCC(C)CC2)n(C)c2cc(Br)c(OC)cc12,94*,13,-2,4,5,-14,59,-0.3,-8,21
COC(=O)C(NC(=O)c1ccc(F)cc1)(Nc1ncc(S(=O)(=O)c2ccc([N+](=O)[O-])cc2)s1)C(F)(F)F (stereo unspecified),10,6,2,-12,11,-19,4,-0.4,9,14
CC1Cc2ccccc2N1C(=O)COC(=O)c1ccc(Br)o1 (stereo unspecified),-3,23,-1,3,25,-10,1,-0.6,2,-3
CCOC(=O)c1ccccc1NC(=O)Cn1cnc2c1c(=O)n(C)c(=O)n2C,1,0,3,-9,-9,-25,4,0.0,3,45
COc1ccc(CCNC(=O)c2ccccc2Cl)cc1OC,-8,-3,3,-1,5,-52,1,-0.2,-1,14
CCOC(=O)c1cccc(NC(=O)c2ccc(NC(=O)C3CCCO3)cc2)c1 (stereo unspecified),14,-1,0,3,-16,-23,-1,-0.7,-2,.
Cc1ccc(NC(=O)CN(C)C(=O)CN2C(=O)NC(C)(c3ccccc3)C2=O)cc1 (stereo unspecified),1,-5,2,2,25,2,-3,0.0,-2,3
CN(C)c1nc(-c2ccccc2)ncc1S(=O)(=O)c1ccccc1,-17,9,-4,0,-6,-9,-8,0.3,-16,-9
COC(=O)C(C)(C)ONC(=O)Nc1ccc(C)cc1,5,-5,-1,-9,-15,11,5,0.6,-4,18
CCOCCCNc1nc(C)nc2c1nnn2Cc1c(F)cccc1Cl,.,4,-3,6,24,-9,.,-0.3,-3,27
Cc1cccc(NC(=S)NNC(=O)c2csc3c2CCCC3)c1,12,2,-4,7,-125,-113,16,1.5,33,10

# A stretch of the results above:
SMILES,HSF1 activator,Platelet DG rel,HSP90 inh,IEC-6 tox,aSyn 5UTR inh,KLF5 inhibitor,HSF1 inh,HIF act,SKKanGAS inh,AI-2 QS mod
CC1Cc2ccccc2N1C(=O)COC(=O)c1ccc(Br)o1 (stereo unspecified),-3,23,-1,3,25,-10,1,-0.6,2,-3
CCOC(=O)c1ccccc1NC(=O)Cn1cnc2c1c(=O)n(C)c(=O)n2C,1,0,3,-9,-9,-25,4,0.0,3,45
COc1ccc(CCNC(=O)c2ccccc2Cl)cc1OC,-8,-3,3,-1,5,-52,1,-0.2,-1,14
CCOC(=O)c1cccc(NC(=O)c2ccc(NC(=O)C3CCCO3)cc2)c1 (stereo unspecified),14,-1,0,3,-16,-23,-1,-0.7,-2,.
Cc1ccc(NC(=O)CN(C)C(=O)CN2C(=O)NC(C)(c3ccccc3)C2=O)cc1 (stereo unspecified),1,-5,2,2,25,2,-3,0.0,-2,3
CN(C)c1nc(-c2ccccc2)ncc1S(=O)(=O)c1ccccc1,-17,9,-4,0,-6,-9,-8,0.3,-16,-9
COC(=O)C(C)(C)ONC(=O)Nc1ccc(C)cc1,5,-5,-1,-9,-15,11,5,0.6,-4,18
CCOCCCNc1nc(C)nc2c1nnn2Cc1c(F)cccc1Cl,.,4,-3,6,24,-9,.,-0.3,-3,27
Cc1cccc(NC(=S)NNC(=O)c2csc3c2CCCC3)c1,12,2,-4,7,-125,-113,16,1.5,33,10

# Compound activity as filed in PubChem BioAssay.
